Assay outcomes: PubChem, ICCB-Longwood Screening Facility, Harvard Medical School
Polio RdRp inh – inhibitors of poliovirus RNA polymerase binding and polymerization | hit rate 0.66% among 150,000 | % elongation, % (compound at 16.7 µg/mL) | poliovirus polymerase elongation, fluorescence polarization; stronger effect = lower value | AID 588519; in the data active means % elongation below about 90%; further: some results filed as inactive read as strong as hits
Target sequence (P03300 1749-2209 limits assumed): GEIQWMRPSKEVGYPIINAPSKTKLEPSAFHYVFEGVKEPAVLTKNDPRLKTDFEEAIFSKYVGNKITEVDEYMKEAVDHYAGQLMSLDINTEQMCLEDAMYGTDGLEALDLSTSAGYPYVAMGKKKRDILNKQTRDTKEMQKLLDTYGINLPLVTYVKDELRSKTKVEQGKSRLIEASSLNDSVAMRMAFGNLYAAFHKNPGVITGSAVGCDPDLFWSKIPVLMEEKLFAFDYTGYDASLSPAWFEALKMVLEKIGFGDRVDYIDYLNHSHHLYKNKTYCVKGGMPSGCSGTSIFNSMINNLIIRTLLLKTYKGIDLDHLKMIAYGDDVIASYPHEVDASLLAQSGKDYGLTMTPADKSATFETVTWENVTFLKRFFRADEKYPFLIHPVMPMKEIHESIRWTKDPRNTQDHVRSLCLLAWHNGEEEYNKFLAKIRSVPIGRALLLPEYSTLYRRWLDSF
Polio RdRp inh FP z-score – further read-out of Polio RdRp inh, marked with its call; z-score; measured here: FP z-score; hits read low
The depositor's hits bear a star. The list is partial. The share of hits here may be higher or lower than overall.

mol,Polio RdRp inh,Polio RdRp inh FP z-score
CCOc1ccc(N=C2C(=O)N(CN3CCCC(C)C3)c3ccccc32)cc1 (configuration not stated),105,0.8
CCOc1cccc(C(=O)Nc2cc3nn(-c4ccccc4)nc3cc2C)c1,103,0.5
O=C(Cc1ccccc1)NCCSCc1ccco1,101,0.1
CCC(C)NC(=O)c1ccc(Cn2c(=O)c3cccn3c3cccnc32)cc1 (configuration not stated),108,0.2
Cc1cccc(CSc2nc(-c3cccc(C)c3)nc3c2Cc2c(CO)cnc(C)c2O3)c1,113,1.3
CCc1cc2c(cc3c(=O)n(CC(=O)N4CCC(C)CC4)nc(CC)n32)s1,102,-1.3
O=C(c1cccc2c1C(=O)N(Cc1cccnc1)C2)N1CCN(Cc2ccccc2)CC1,104,0.3
CCOc1ccc(NC(=O)c2c(NC(=O)Cc3ccccc3)sc3c2CCC(C)C3)cc1 (configuration not stated),83*,-3.6*
O=C1C(C=NCCc2c[nH]c3ccccc23)=C(O)c2ccccc21,101,0
CCOC(=O)c1cc2c(=O)n3ccccc3nc2n(CC)c1=N,104,0.4
N#CC(C#N)=C1C=C2C=C(N3CCCC3)CCC2CC1 (configuration not stated),44,-6.3
CCC(C(=O)NN1C(=O)c2ccccc2C1=O)c1ccccc1 (configuration not stated),102,0.2
CCn1c2ccccc2c2cc(CN3CCN(Cc4ccco4)CC3)ccc21,100,-0.6
O=S(=O)(NCc1ccco1)c1cccc2cccnc12,99,-0.6
Cc1ccc(NC(=O)c2cccc3c(=O)c4c([nH]c23)CCCC4)c(C)c1,109,0.3
CCOC(=O)c1cnc2c(C)c(Cl)ccc2c1NCCc1ccc(OC)c(OC)c1,108,0.9
O=C(CCC(=O)c1cccs1)OCc1ccccc1,102,0.2
CC(=O)c1ccc(NC(=O)c2nc3ccccc3n(C)c2=O)cc1,108,0.4
c1ccc(Oc2nc(N3CCOCC3)nc(N3CCOCC3)n2)cc1,102,0.6
COc1cc2c(cc1OC)C(c1cccs1)N(C(=O)c1cnn(-c3ccccc3)n1)CC2 (configuration not stated),104,0.2
Clc1ccc2sc(Sc3ccccc3)nc2c1,109,0.8
COC(=O)c1sc2ccccc2c1S(=O)(=O)N1CCN(c2ccccc2)CC1,101,0.2
CN(C)c1ccc(N2CC(=O)SC2=NC#N)cc1,113,0.9
CCOC(=O)C(C#N)C1(c2ccccc2OC)CCOC(C)(C)C1 (configuration not stated),105,0.7

3 compounds picked at random from the list so far, as already listed:
mol,Polio RdRp inh,Polio RdRp inh FP z-score
Clc1ccc2sc(Sc3ccccc3)nc2c1,109,0.8
c1ccc(Oc2nc(N3CCOCC3)nc(N3CCOCC3)n2)cc1,102,0.6
O=S(=O)(NCc1ccco1)c1cccc2cccnc12,99,-0.6

Next section
mol,Polio RdRp inh,Polio RdRp inh FP z-score
COc1ccc(-c2cc(C(F)(F)F)nc(NCc3ccc(F)cc3)n2)cc1,99,-1.7
CCOc1ccc(S(=O)(=O)NCCC(=O)Nc2cccc(-c3nnc4n3CCCCC4)c2)cc1,99,-0.3
O=C(O)CCCN1C(=O)c2ccccc2S1(=O)=O,101,-0.1
O=C(Nc1c(-c2ccccc2)nc2ccccn12)c1ccc(Br)cc1,103,-0.5
Cc1cccc(N2CCN(c3ncnc4c3nc3n4CCCCC3)CC2C)c1 (configuration not stated),105,-0.2
Cc1oc(-c2ccc(C(=O)NC3CC3)cc2)nc1CS(=O)(=O)c1ccccc1,102,-0.4
CN(C)CCC(=O)c1ccc2c(c1)OCO2,102,0
CCc1ccc2oc(-c3ccc(C)c(NC(=O)/C=C/c4ccco4)c3)nc2c1,104,0.2
CCOC(=O)C(=O)Nc1c(C(=O)Nc2cccc(F)c2)oc2ccccc12,104,0.1
O=C(CCC(=O)N1CCOc2ccccc21)NCc1cccs1,112,1
COc1cccc(-n2c(=O)c3c(C)c(C)sc3n(CC(=O)Nc3ccccc3OC)c2=O)c1,108,0.5
CCO/N=C(/C)C1=C(O)C(C(=O)OC)C(C)(C)CC1=O (configuration not stated),101,0.2
CCCN1C(=O)C(Cc2nc3ccccc3c(=O)n2CC)c2ccccc21 (configuration not stated),111,0.6
O=c1[nH]c(=O)n(CCC2=CCCCC2)c(O)c1/C=C1/C=CC=N1,102,0
Cc1ccc2oc(-c3cc(NC(=O)Cc4ccccc4)ccc3Cl)nc2c1,103,-0.6
O=C(NCCc1ccccc1)c1ccc2c(c1)OCCCO2,99,-0.2
CCCN(CCC)C(=O)Cn1ccc(=N)c2ccccc21,100,-0.3
O=C(Nc1nccs1)c1cc2c(cc1Cl)N1CCCCCC1=NS2(=O)=O,106,0.4
CCc1cc2c(=O)c(-c3ccc4c(c3)OCCO4)c(C)oc2cc1O,102,0.4
CC(=O)Nc1c(C(C)C)cccc1C(C)C,102,0.1
Cc1ccc(O)c(NC(=O)CCS(=O)(=O)c2nc(-c3ccc4c(c3)OCO4)cc(C(F)(F)F)n2)c1,107,0.5
COc1ccc(CNC(=O)C(C)n2c(=O)cc(C)c3c(C)nn(-c4ccccc4)c32)cc1 (configuration not stated),105,-0.2
Cc1cccc(NC(=O)NCC(=O)NC2CC2)c1,104,0.1
O=C(Sc1ccc(C(F)(F)F)cn1)c1csc(C2COc3ccccc3O2)n1 (configuration not stated),102,-0.6
CC(=O)NS(=O)(=O)c1ccc(NC(=O)C2CCCN2C(=O)OC(C)(C)C)cc1 (configuration not stated),98,-0.9
COc1ccc(CCNC(=O)Cc2c(C)c3cc4c(C(C)(C)C)coc4c(C)c3oc2=O)cc1OC,110,0.4
O=C(Nc1cccc(C(F)(F)F)c1)c1cc(-c2ccccc2)n[nH]1,103,0.6
CN1CCCc2cc(/C=C3\CC/C(=C/c4ccc5c(c4)N(C)CCC5)C3=O)ccc21,76,-3.3
CC(=O)Nc1nonc1-c1nc2ccccc2n1Cc1ccc(Cl)cc1Cl,102,0.2
C=CCNS(=O)(=O)c1cccc2nonc12,99,-0.9
S=c1cc(Nc2ccc(Br)cc2)[nH]cn1,103,0.7
O=C(COC(=O)Cn1nnc(-c2ccccc2)n1)Nc1cc(F)ccc1F,108,0.1
CCCNC(=O)c1c(C)nn(-c2cccc(C)c2)c1-n1cccc1,108,0.2
CC(Oc1ccc(Br)cc1)C(=O)Nc1ncn[nH]1 (configuration not stated),108,0.9
Cc1cccc(N(C)C(=O)Cn2ncc3c2-c2ccccc2OC3)c1,103,0.2
CCCCN(Cc1ccco1)C(=O)c1cc2c(s1)-c1c(C)cccc1OC2,104,-0.3
Cc1nc(-n2cccc2)sc1C(=O)NCCCc1ccccc1,102,0
Cc1ccc2c(c1)c(C)cc(=O)n2CCC(=O)O,103,0.5
COc1ccc(NC(=O)c2c(Cl)nc3ccccn23)cc1,101,-0.3
Cc1nc2ccn(Cc3cccnc3)c(=O)c2cc1C(=O)NCCC(C)C,100,-0.4
CC1CCN(C(=O)Cn2cc(SCC(=O)N3CCc4ccccc43)c3ccccc32)CC1,100,-0.3
CCCOc1ccc(C2c3c(oc4ccc(Cl)cc4c3=O)C(=O)N2CCN(CC)CC)cc1OC (configuration not stated),100,-0.5
CC(C)N(C(=O)CSc1nc2ccc(Cl)cc2[nH]1)C(C)C,112,1.4
COc1ccc2c(c1OC)C(=O)NC(C)=C(C(=O)OC(C)(C)C)C2O (configuration not stated),100,-0.6
COc1ccccc1NC(=O)C1C2C=CC3(CN(Cc4cccnc4)C(=O)C13)O2 (configuration not stated),98,-0.9
O=c1cnc(Nc2ccccc2Cl)c2ccccc2n1,97,-0.3
CCc1nnc2c(N(C)c3cccc(C)c3)nc3ccccc3n12,101,-0.2
CCCN(CCC)S(=O)(=O)c1ccc(C)cc1,101,-0.2

By substructure: those above with a thiophene ring, fused or not.
mol,Polio RdRp inh,Polio RdRp inh FP z-score
CCc1cc2c(cc3c(=O)n(CC(=O)N4CCC(C)CC4)nc(CC)n32)s1,102,-1.3
CCOc1ccc(NC(=O)c2c(NC(=O)Cc3ccccc3)sc3c2CCC(C)C3)cc1 (configuration not stated),83*,-3.6*
O=C(CCC(=O)c1cccs1)OCc1ccccc1,102,0.2
COc1cc2c(cc1OC)C(c1cccs1)N(C(=O)c1cnn(-c3ccccc3)n1)CC2 (configuration not stated),104,0.2
COC(=O)c1sc2ccccc2c1S(=O)(=O)N1CCN(c2ccccc2)CC1,101,0.2
O=C(CCC(=O)N1CCOc2ccccc21)NCc1cccs1,112,1
COc1cccc(-n2c(=O)c3c(C)c(C)sc3n(CC(=O)Nc3ccccc3OC)c2=O)c1,108,0.5
CCCCN(Cc1ccco1)C(=O)c1cc2c(s1)-c1c(C)cccc1OC2,104,-0.3

Record cards, from the list above. Values in the order: Polio RdRp inh	Polio RdRp inh FP z-score
Results for COc1ccc(NC(=O)c2c(Cl)nc3ccccn23)cc1 = 101	-0.3
Results for O=c1cnc(Nc2ccccc2Cl)c2ccccc2n1 = 97	-0.3
Results for CCCN(CCC)S(=O)(=O)c1ccc(C)cc1 = 101	-0.2

Carrying on:
mol,Polio RdRp inh,Polio RdRp inh FP z-score
Cc1ccc(CN2C(=O)CC(c3ccc(Cl)cc3)c3c(C)nn(-c4nc(C)cc(C)n4)c32)cc1 (configuration not stated),105,-0.3
Cc1ccc(S(=O)(=O)NC(=O)Nc2scc(C)c2C(=O)c2ccccc2)cc1,101,-0.4
O=S(=O)(NCC(c1ccco1)S(=O)(=O)c1cccs1)c1ccccc1 (configuration not stated),108,0.4
COc1ccc2c(C)nc(/N=C(\N)NC(C)=O)nc2c1,91,-1.5
O=C(CSC1=NS(=O)(=O)c2ccccc2N1)c1ccccc1,100,-0.2
COC(=O)C(C)n1cnc2sc3c(c2c1=O)CCCC3 (configuration not stated),102,0
CC(C)=NNc1c(Cl)cc(Cl)cc1Cl,103,0.4
C=C1C(=O)OC2C[C@@H](C)[C@@H]3C=CC(=O)[C@@]3(C)[C@@H](O)C12 (some centres not stated),98,-1.1
CCN1C(=O)c2c(C)nc3ccccc3c2C1=O,99,-0.5
Cc1cccc(C)c1NC(=O)Cn1c(=O)n(CCCC(=O)NCc2ccco2)c(=O)c2sccc21,100,-0.1
Cc1cc(NC(=O)CN2C(=O)CSc3ccc(S(=O)(=O)N(C)C)cc32)ccc1Br,102,-0.3
Cc1c(Cl)cccc1NC(=O)CSc1nc(=O)n(CCN2CCOCC2)c2c1CCCC2,98,-1.6
Cc1nc2sc(C(=O)N(Cc3ccco3)Cc3cccs3)c(C)c2c(=O)[nH]1,102,-0.1
Cc1cc(C)cc(C(=O)NCCc2sc(-c3ccc(F)cc3)nc2C)c1,105,0
O=C(COC(=O)c1ccc(Br)o1)Nc1cc(C(F)(F)F)ccc1Cl,99,-0.7
O=C1NC(c2ccc(Br)cc2)Oc2ccccc21 (configuration not stated),103,0.3
CCCOC(=O)c1ccc(NC=O)cc1,102,0.5
O=C(O)C1CNC(c2ccccc2)S1 (configuration not stated),102,-0.1
COc1ccc(CNC(=O)c2ccc3c(c2)N(Cc2cccc(Cl)c2)C(=O)c2ccccc2S3)c(OC)c1,112,0.3
Fc1ccc(NC(=S)NCCCN2CCCCCC2)cc1Cl,101,0
COC(=O)CNc1nc(Cl)nc(N2CCC(C)CC2)n1,109,0.7
c1cnc(Sc2ccc3ccccc3c2)nc1,102,0
CC(C)c1ccc(/C=N/NC(N)=S)cc1,98,-0.7
CN(CC(=O)NCc1ccccn1)S(=O)(=O)c1ccccc1,102,0.4
Cc1ccc(C(c2sc3nc(-c4ccco4)nn3c2O)N2CCN(c3ccc(F)cc3)CC2)cc1 (configuration not stated),100,-1
CCCN1Cc2cccc(C(=O)Nc3ccc(C(C)=O)cc3)c2C1=O,100,-1.9
Cc1cc(C(F)(F)F)n2nc(C)cc2n1,102,0.1
Cn1nnnc1SCCCC(=O)c1ccc(F)cc1,105,0.4
CCc1ccc(NC(=O)Cn2cnc3nc4c(cc3c2=O)CCCC4)cc1,109,0.7
COc1ccc(NC(=O)C2C(c3ccccc3)=C2c2ccccc2)cc1,102,0
O=C(O)C1Sc2[nH]c(=O)sc2C2c3cc(Br)cc(Br)c3OC(=O)C12 (configuration not stated),99,-0.4
CCOC(=O)c1[nH]c(COC(=O)[C@H](C)NS(=O)(=O)c2ccc(OC)cc2)c(C(=O)OCC)c1C,107,0.5
COc1ccc(CCNC(=O)Cn2cc(S(=O)(=O)Cc3ccccc3Cl)c3ccccc32)cc1OC,106,0.1
Cn1c(CNc2ccc(Cl)cc2)nnc1SCc1ccc(Cl)cc1,102,-0.1
Cc1ccc(CNC(=O)C(CC(C)C)N2Cc3ccccc3C2=O)cc1 (configuration not stated),108,0.1
CCCN(CC(=O)Nc1ccc(F)c(F)c1F)C(=O)c1cc2ccccc2o1,104,0.1
CC(C)NCCn1c(-c2ccc(Br)cc2)cn2c3ccccc3nc12,96,-2.6
Cc1nc2ccccc2c(=O)n1NCc1cccs1,102,0.2
CO[C@@]1(NC(=O)CSCC#N)C(=O)N2C(C(=O)O)=C(CSc3nnnn3C)CSC21 (some centres not stated),100,0.1
CCc1nc2oc(C(=O)c3ccccc3)c(N)c2c2c1COC(C)(C)C2,99,-0.4
Cc1nc2cc3ccccc3cc2c(=O)n1CCCNC1CCCCC1,90*,-2.6*
CCOC(=O)c1ccc(CN(Cc2ccc(F)cc2)S(=O)(=O)c2ccc(F)cc2)cc1,110,0.5
Oc1ccc(CNc2cccc(Cl)c2)c2cccnc12,161,6.4
Cc1cc(/C=C(\C#N)C(=O)C(C)(C)C)c(C)n1C1CCCC1,110,0.8
Cc1ccc(-c2ccc(CCC(=O)O)n2-c2cc(C)cc(C)c2)cc1,100,-0.3
